Epigenetic reg = derepresses silenced GFP reporter in murine cells. murine LDR cells, GFP reporter derepression, 30 h. Potency, µM (highest dose often 53.9 µM), for inactives: top-dose GFP activation, hits mostly activators. actives 0.2% (n = 280,000); active = well fitted activation curve with a large enough effect; inconclusive = small, poorly fitted or top-dose-only effect; note: % of control where 0% means no effect; nearly all actives have a fitted effect of over 60% in size
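Murine LDR cells carrying a silenced, genomically integrated CMV-driven GFP reporter were exposed to compound for 30 hours at 37 C. After PBS washes, GFP-positive cells (20–120 um objects) were counted by laser-scanning microplate cytometry.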
* = called active by the depositor; ? = inconclusive. Potency is the fitted concentration of half-maximal effect. A portion of the library; the hit share may differ from the screen's.

SMILES	Epigenetic reg
CCOC(=O)c1cc(C)n(CC2CCC(C(=O)Nc3ccc(OCC)cc3)CC2)c1C (stereo unspecified)	15.2%
CCCCNC(=O)Cn1nc(N2CCN(c3ccccc3OC)CC2)ccc1=O	-5.3%
COc1ccc(-n2nc(C(=O)N3CCN(c4cccc(C)c4C)CC3)c3c4ccccc4n(C)c3c2=O)cc1	0.4%
CCOC(=O)COc1ccc(C)cc1C(=O)c1ccn2nc(-c3ccc(F)cc3)cc2n1	?
Cc1cc(C)c2c(=O)cc(C(=O)Nc3ccc(S(=O)(=O)Nc4nc(C)cc(C)n4)cc3)oc2c1	1.9%
Cc1ccc(Cl)cc1N1CCN(C(=O)CCC(=O)Nc2ccc3nc(N4CCC(C)CC4)cc(C)c3c2)CC1	-0.9%
CC(C)(C)NC(=O)C1CCN(c2nc3ccccc3nc2C(F)(F)F)CC1	0.8%
CCOC(=O)c1c(NC(=O)c2cc(=O)c3cc(C)ccc3o2)sc2c1CCCC2	0.0%
COc1cc(OC)c2c(C)c(CC(=O)NCc3ccccc3OC)c(=O)oc2c1	-1.9%
Cc1cc2nc(-c3ccc(OCc4ccccc4)cc3)cc(C(F)(F)F)n2n1	0.8%
COc1ccc(C(=O)/C=C/c2cn(CC(O)CN3CCCCCC3)c3ccccc23)cc1OC (stereo unspecified)	0.0%
O=C(Cn1c(=O)n(-c2ccccc2)c(=O)c2ccc(C(=O)NCc3ccc4c(c3)OCO4)cc21)Nc1ccc(Br)cc1	15.8µM*
Cc1ccc(NC(=O)Cn2c(=O)n(Cc3nc(-c4ccccc4)no3)c(=O)c3cc4c(cc32)OCO4)c(C)c1	?
COc1ccc(Br)cc1CNC(=O)CSc1cc(=O)n(C)c2ccccc12	0.3%
COc1cccc(CNC(=O)CCc2c(C)nc3c(c2C)c(=O)n(C)c(=O)n3C)c1	-0.3%
CC(=O)c1ccc(NC(=O)COc2ccccc2-c2nc(-c3cccc(C)c3)no2)cc1	2.5%
Cc1ccc2c(c1)c(N1CCCC1=O)c(C(=O)Nc1ccc(F)cc1F)n2C	-2.2%
COc1ccc(N2CCN(Cc3nc(-c4ccc(C)cc4)no3)CC2)cc1	-3.8%
CCC(=O)N1CCc2cc(Br)cc(S(=O)(=O)N3CCC(C(=O)Nc4ccccc4CC)CC3)c21	1.8%
Cc1sc2ncn(CC(=O)N3CCN(c4ccccc4F)CC3)c(=O)c2c1S(=O)(=O)N1CCN(c2ncccn2)CC1	-0.9%
CC(=O)Nc1ccc(NC(=O)c2nc(S(=O)(=O)Cc3ccc(F)cc3)ncc2Cl)cc1	-3.4%
CC1CCC(NC(=O)c2ccc(CSc3nc4ccncc4n3Cc3ccc(F)cc3)cc2)CC1 (stereo unspecified)	-4.4%
CC1=C(C(=O)Nc2ccc(C)cc2C)C(c2cccs2)n2nc(SCc3ccc(Cl)cc3)nc2N1 (stereo unspecified)	-1.5%
Cc1ccc(C)c(N2CCN(C(=O)CCS(=O)(=O)c3cc(Br)cc4c3N(C(=O)C3CC3)CC4)CC2)c1	0.4%
COc1ccc(C(=O)Oc2ccc(C(c3c(C)[nH][nH]c3=O)c3c(C)[nH][nH]c3=O)cc2OC)cc1	0.3%
Cc1cc(N2CCN(c3cccc(C)c3C)CC2)n2cnnc2n1	6.7%
O=C(Nc1ccccc1F)c1oc2ccccc2c1NC(=O)c1c(F)cccc1F	-3.8%
COc1ccc(/C=C/c2nc(C#N)c(N3CCCCCC3)o2)cc1OC	-1.8%
Cc1ccc(NC(=O)C2CCCN(S(=O)(=O)c3c(C)n[nH]c3C)C2)cc1Cl (stereo unspecified)	14.6%
O=c1[nH]c(SCc2ccc(Br)cc2)nc2c1CCCC2	-0.4%

Arranged by SMILES length (ascending): part of the list above
SMILES	Epigenetic reg
COc1ccc(N2CCN(Cc3nc(-c4ccc(C)cc4)no3)CC2)cc1	-3.8%
CC(=O)Nc1ccc(NC(=O)c2nc(S(=O)(=O)Cc3ccc(F)cc3)ncc2Cl)cc1	-3.4%
CC1=C(C(=O)Nc2ccc(C)cc2C)C(c2cccs2)n2nc(SCc3ccc(Cl)cc3)nc2N1 (stereo unspecified)	-1.5%

(next part)
SMILES	Epigenetic reg
COc1ccc(C)cc1NC(=O)CN(c1ccccc1)S(=O)(=O)N(C)C	-1.0%
Cc1oc(-c2ccc(C(=O)NCc3cccc(F)c3)cc2)nc1COc1ccccc1	3.9%
CSc1cccc(Nc2cc(C(=O)NC3CCCCC3)c3ccccc3n2)c1	0.5%
CCc1ccc(NC(=O)CN2C(=O)C(c3ccc(C)cc3)=NC23CCCCC3)cc1	-2.7%
CCN(C(=O)c1cc2c(=O)oc3ccc(C)cc3c2s1)c1ccccc1C	-0.3%
Cc1oc2ccc(O)c(CN(C)Cc3ccccc3)c2c1C(=O)Nc1cccc(C(F)(F)F)c1	-1.9%
Cc1cccc(-n2c(=O)c3c(c4cc(C)ccc4n3C)n(CC(=O)Nc3ccc(C)c(C)c3)c2=O)c1	1.3%
CCCN(CCC)CCCNC(=O)Cn1ncc2c3ccccc3n(Cc3ccccc3F)c2c1=O	6.8%
Cc1cc(Cl)ccc1NC(=O)c1cc2ccccn2n1	-2.5%
COc1cccc(CNC(=O)CSc2nnc(C)c3c(C)n(-c4ccccc4)nc23)c1	-3.4%
CCc1nc2nc(C)cc(Nc3ccc(F)c(Cl)c3)n2n1	0.7%
CCOC(=O)c1c(C)c(C(=O)NCc2ccc(Cl)cc2)c(C)n1CC	2.2%
CC(=O)N1CCc2c(sc3nc(SCC(C)C)n(-c4ccc(C)c(Cl)c4)c(=O)c23)C1	-1.3%
O=C(CSc1ncc2c(n1)-c1ccccc1N(Cc1ccc(F)cc1)S2(=O)=O)NCCc1ccccc1	9.8%
COc1cccc(NC(=O)CCN2C(=O)c3ccccc3Sc3ncccc32)c1	-4.1%

Molecules from the list above that contain an NH in an aromatic ring, in the order listed:
SMILES	Epigenetic reg
COc1ccc(C(=O)Oc2ccc(C(c3c(C)[nH][nH]c3=O)c3c(C)[nH][nH]c3=O)cc2OC)cc1	0.3%
Cc1ccc(NC(=O)C2CCCN(S(=O)(=O)c3c(C)n[nH]c3C)C2)cc1Cl (stereo unspecified)	14.6%
O=c1[nH]c(SCc2ccc(Br)cc2)nc2c1CCCC2	-0.4%

Other records follow:
SMILES	Epigenetic reg
CC(C)c1ccc(NC(=O)Cn2c(=O)n(CC3CCC(C(=O)NCCc4ccccc4)CC3)c(=O)c3ccccc32)cc1 (stereo unspecified)	2.4%
CCN(CC)S(=O)(=O)c1ccc2c(c1)N(CC(=O)Nc1c(C)cc(C)cc1C)C(=O)CS2	0.0%
O=C(Nc1ccccc1C(F)(F)F)N1CCC2(CC1)Oc1ccccc1C(=O)N2Cc1ccccc1F	0.0%
Cc1nc2sccn2c(=O)c1S(=O)(=O)Nc1cc(Cl)ccc1O	-5.6%
CCCCOC(=O)c1ccc(NS(=O)(=O)c2c(C)nc3scc(C)n3c2=O)cc1	-0.7%
COc1ccccc1CNc1nc2nc(C)c(Cl)c(C)n2n1	2.9%
CCN(CC)CCn1c(-c2ccccc2)csc1=Nc1ccccc1	-0.8%
O=C(Nc1ccc(F)c(Cl)c1)C1CCCN1S(=O)(=O)c1ccc(F)cc1 (stereo unspecified)	-1.1%
CN(C)CCNC(=O)c1ccc2c(c1)N(Cc1ccccc1)C(=O)c1ccccc1S2(=O)=O	-1.1%
Cc1coc2c1c(C)cc1oc(=O)c(CC(=O)NCCc3ccc(Cl)cc3)c(C)c12	-1.5%
COc1ccc(CNC(=O)c2cc3cccc4c3n2CC(C)S4)c(OC)c1 (stereo unspecified)	-1.5%
Cc1ccccc1NC(=O)c1c(NC(=O)Cc2ccccc2)sc2c1CCC2	-1.6%
CC(C)c1ccc(NC(=O)c2cc3sc(Cl)cc3n2C)cc1	0.0%
COc1ccc(CCNC(=O)c2ccc(Cn3c(SCc4ccccc4)nc4cccnc43)cc2)cc1	1.4%
COc1ccc(OC)c(CCNC(=O)c2cc3cccc4c3n2CC(C)S4)c1 (stereo unspecified)	-0.3%

4 entries from above, comma-delimited:
Molecule,Epigenetic reg
CC(C)c1ccc(NC(=O)Cn2c(=O)n(CC3CCC(C(=O)NCCc4ccccc4)CC3)c(=O)c3ccccc32)cc1 (stereo unspecified),2.4%
Cc1ccccc1NC(=O)c1c(NC(=O)Cc2ccccc2)sc2c1CCC2,-1.6%
CCCCOC(=O)c1ccc(NS(=O)(=O)c2c(C)nc3scc(C)n3c2=O)cc1,-0.7%
O=C(Nc1ccc(F)c(Cl)c1)C1CCCN1S(=O)(=O)c1ccc(F)cc1 (stereo unspecified),-1.1%

Going on with the list.
SMILES	Epigenetic reg
CCOc1ccc(CCNC(=O)c2ccc3c(c2)c(C)c(C)n3C)cc1	-0.9%
CCOc1ccc(N(C)S(=O)(=O)c2ccc3c(c2)C(C)(C)C(=O)N3C)cc1	4.1%
COC(=O)c1c(NC(=O)CCCOc2ccccc2)sc2c1CCC(C)C2 (stereo unspecified)	1.8%
CCC(=O)Nc1ccccc1-c1nc2ccccc2n(CC(=O)Nc2ccc(C)c(C)c2)c1=O	4.7%
CCOc1ccc(CCNC(=O)c2cnc3sc(N4CCC(C)CC4)nn3c2=O)cc1	-1.0%
Cc1ccc2c(c1)cc1c(=O)n(CC(=O)N(C)c3ccccc3)nc(C)n12	-1.4%
CC(=O)c1cc2c(cc1NC(=O)c1cnn(-c3ccc(C)cc3)c1-n1cccc1)OCO2	3.8%
COc1ccc(/C=C/C(=O)Nc2ccc3nc4c(c(Nc5ccc(OC)c(OC)c5)c3c2)CCCC4)cc1	-1.0%
COc1cccc(CN(C(=O)c2ccc(C(C)(C)C)cc2)C2CCS(=O)(=O)C2)c1 (stereo unspecified)	-1.0%
COC(=O)c1cc2oc3ccccc3c2n1Cc1cc(C)ccc1C	-1.1%
COCCNC(=O)c1ccc2c(c1)N(Cc1cc(C)ccc1C)C(=O)c1ccccc1S2(=O)=O	1.1%
CCCCn1cc(S(=O)(=O)c2ccc(OCC)cc2)c(=O)c2cc(OC)c(OC)cc21	-1.6%
O=C(Cn1ncc2c3ccccc3n(Cc3cccc(Cl)c3)c2c1=O)N1CCCCCC1	0.7%
O=C(Nc1nc2n(n1)C(c1ccccc1)C=C(c1ccc(Cl)cc1)N2)c1ccco1 (stereo unspecified)	5.5%
CCCn1cnc2cc(NCc3ccccc3OCC)ccc21	-1.8%
Cc1cccc(N2CCN(S(=O)(=O)c3ccc(-c4cc(C(F)(F)F)on4)s3)CC2)c1C	2.8%
CCc1ccc(Oc2nc3c(C)cccn3c(=O)c2/C=C(\C#N)c2nc3ccccc3s2)cc1	-0.1%
O=C(CSc1oc(-c2ccco2)nc1S(=O)(=O)c1ccc(Cl)cc1)c1ccc(Cl)cc1	1.6%
Cc1cc(NC(=O)CCNS(=O)(=O)c2cccc3nsnc23)ccc1Br	-1.3%
COc1ccc(-c2oc3ncn4nc(COc5cccc(C)c5C)nc4c3c2-c2ccc(OC)cc2)cc1	-1.8%
CCc1cccc(C)c1Nc1c(-c2cccs2)nc2nc(C)cc(C)n12	0.0%
CCn1c(=O)c(C(=O)Nc2cc(OC)c(OC)c(OC)c2)nc2ccccc21	0.3%
O=S(=O)(c1ccccc1)c1nnn2c1nc(NCc1ccc(Cl)cc1)c1sccc12	0.6%
Cc1cccc(NC(=O)CSc2nnc(N)s2)c1	-1.6%
CCn1c(=N)c(C(=O)NCC2CCCO2)cc2c(=O)n3cc(C)ccc3nc21 (stereo unspecified)	-0.3%
O=C(c1ccc2c(c1)N(Cc1ccccc1)C(=O)c1ccccc1S2(=O)=O)N1CCN(c2ccccn2)CC1	-1.1%
CCc1nn(CCCC(=O)N2CCN(c3ccc(OC)cc3)CC2)c(=O)c2cc3occc3n12	-2.3%
CCn1c(C(=O)N2CCCC(C(=O)N3CCN(c4ccccc4)CC3)C2)cc2sccc21 (stereo unspecified)	0.8%
Cc1cccc2nc(-c3cccc(NS(=O)(=O)c4ccccc4)c3)cn12	0.3%
Cc1ccc(NC(=O)Cn2c(=O)n(CCC(=O)NCc3ccccc3Cl)c(=O)c3ccccc32)cc1	8.8%
CCCCCOc1ccc(/C=C/C(=O)Nc2sc3c(c2C(=O)OCC)CCC3)cc1OC	-0.8%
Cc1cc(C)c(NC(=O)CCCN2C(=O)COc3ccc(C)cc32)c(C)c1	-1.3%
COc1ccc(CNS(=O)(=O)c2ccc(-c3cc(C(F)(F)F)on3)s2)cc1OC	-5.3%
CCOC(=O)c1c(NC(=O)c2cc(-c3ccc(OC)cc3)on2)sc(C)c1C	-1.8%
CCOc1ccc(-n2c(=O)c3c4c(sc3n(Cc3cccc(Cl)c3)c2=O)CCCC4)cc1	-2.2%
Cc1cc(C)cc(NC(=O)Cn2c(=O)n(Cc3ccc4c(c3)OCO4)c(=O)c3oc4ccccc4c32)c1	4.9%
COc1ccc(-c2nn(C)c3sc(C(=O)N4CCN(c5cc(Cl)ccc5C)CC4)cc23)cc1OC	-0.2%
COc1ccc(-n2cc(-c3ccc4c(c3)OCO4)n(CC(=O)Nc3cccc(C)c3)c2=O)cc1	1.5%
CCCCOc1ccc(C(=O)N(Cc2nc(-c3ccc(Cl)cc3)no2)C(C)C)cc1	1.9%
Cc1c(Cl)cccc1NC(=O)C1CCCN(c2nnc(-n3c(C)ccc3C)s2)C1 (stereo unspecified)	-5.1%
CCOc1cc(-c2nc(-c3ccc(-c4ccccc4)nc3OCC)no2)cc(OCC)c1OCC	?
Cc1noc(NS(=O)(=O)c2ccc(NC(=O)c3ccc(Br)cc3)cc2)c1C	0.3%
Cc1ccc(-c2cc(C(=O)OCC(=O)c3ccccc3)c3cccc(Cl)c3n2)cc1	-0.9%
CN(C)S(=O)(=O)N(CC(=O)NCCSCc1c(F)cccc1Cl)c1ccccc1	1.9%
CCOc1ccc(OCC)c(NC(=O)Cn2ncc3c4ccccc4n(Cc4ccccc4)c3c2=O)c1	5.7%
COc1cc(C(CC(=O)Nc2cc(C)ccn2)N2Cc3ccccc3C2=O)cc(OC)c1OC (stereo unspecified)	-1.2%
COc1ccc(CCNC(=O)CCc2c(C)nc3c(c(C)nn3-c3ccc(C)c(C)c3)c2C)cc1OC	-1.1%
COc1ccc(C(=O)c2c(N)c(C(=O)Nc3ccccc3Cl)c3ccccn23)cc1	-1.9%
CCCSc1nnc(NC(=O)c2cc(=O)c3ccccc3o2)s1	-1.9%

Source: PubChem BioAssay (National Center for Advancing Translational Sciences (NCATS))
